Compound activity as filed in PubChem BioAssay.
All columns: NCI-60 one-dose screen, growth in % after 48 h at 10 µM unless noted; 100 = growth as untreated, 0 = no growth, -100 = all killed.
NCI-H460: NCI-H460 lung cancer | AID 1794736 | 6.8% of 82,000 active
COLO 205: COLO 205 colon cancer. 7.3% of 79,000 active. AID 1794742
KM12: KM12 colon cancer cells | 5% of 82,000 active
HT29: HT29 colon cancer. 7.4% of 81,000 active. AID 1794748
NCI-H322M: NCI-H322M lung cancer. 2.7% of 80,000 active. AID 1794733
SW-620: SW-620 colon cancer; 5.2% of 82,000 active; AID 1794795
HCT-116: HCT-116 colon cancer; 7.3% of 82,000 active; AID 1794798
HCT-15: HCT-15 colon cancer; 5.2% of 82,000 active
NCI-H226: NCI-H226 lung cancer | 3.5% of 79,000 active
* hit, by the source's call; x = not tested or not shown; & = joins results of further samples; [ ] = another dose, or the depositor's remark. Rule for the calls: active = growth percent below 10; inactive = the rest.

SMILES	NCI-H460	COLO 205	KM12	HT29	NCI-H322M	SW-620	HCT-116	HCT-15	NCI-H226
CCOC(=O)c1csc2ncc(-c3ccc(OC)cc3)n12	110	100	93	100	104	105	100	103	97
COc1ccc(CCO)cc1	108	96	102	94	99	104	95	102	93
O=c1[nH]c(=O)n(C2CC(O)C(CO)O2)cc1C(F)(F)F (stereo not drawn)	19	69	52	69	76	53	39	74	57
CN1CC(c2ccc(Br)cc2)C2(SC(=Nc3ccccc3)N(Nc3ccccc3)C2=O)C12C(=O)Nc1ccccc12 (stereo not drawn)	40	60	34	36	82	46	28	29	46
COc1ccc(-c2cc(-c3nc4ccc(OC)cc4[nH]3)[nH]n2)cc1	50	94	28	102	71	76	57	64	86
CC1(C)OC(=O)C2(c3ccccc3-c3ccccc32)C1NC1CCCCC1 (stereo not drawn)	109	110	108	95	116	106	101	100	107
CSc1nc2c(c(=O)n1C)C(c1ccc(Cl)cc1)C1=C(N2)/C(=C/c2ccc(Cl)cc2)CCC1 (stereo not drawn)	107	x	112	92	95	104	98	100	97
CCC(NC(C)C)C(O)c1ccc(O)c(O)c1 (stereo not drawn)	109	x	106	101	107	99	103	91	99
CC12CCC3(CC1CCC1OC12)OCCO3 (stereo not drawn)	104	117	104	103	105	107	104	107	104
COC(=O)[C@]1(C(C)C)N[C@H](c2cn(-c3ccccc3)nc2-c2ccccc2)[C@@H]2C(=O)N(c3ccc(C)cc3)C(=O)[C@@H]21	108	129	101	106	101	102	92	100	103
Cc1nnc(-c2ccc3c(c2)nc(-c2ccccn2)n3C2CCCCC2)o1	116	101	100	90	100	116	96	98	101
C=C(C)C(=O)Nc1ccc2nn(-c3ccccc3O)nc2c1	103	114	92	101	94	111	109	94	94
COc1ccc2cc(C(C)NC(=O)Nc3ccc(S(=O)(=O)Nc4nccs4)cc3)ccc2c1 (stereo not drawn)	82	102	96	100	97	82	39	106	103
CC(C)(C)c1ccc(O)c(C(C)(C)C)c1	98	122	81	103	129	91	93	101	110
O=C(O)C(c1ccccc1)N1C(=O)/C(=C/c2ccc(O)c(O)c2)SC1=S (stereo not drawn)	108	110	102	112	93	108	99	104	112
CC1(C)OC2=C(C(=O)c3cc(O)cc(O)c3C2=O)[C@@H]2C=C(CO)[C@@H](O)[C@H](O)[C@@H]21	105	101	100	88	99	103	96	105	94
O=C1CCC(NNC(=O)c2ccc(Cl)cc2)N1 (stereo not drawn)	111	108	99	105	101	98	100	109	99
Cn1c2c(Cl)c(Cl)ccc2c2c(C#N)c[nH]c(=O)c21	96	115	111	100	129	106	93	99	94
Nc1nc(N)c2c(n1)NC(c1cccc(Nc3ccnc4cc(C(F)(F)F)ccc34)c1)CC(c1ccc(Br)cc1)=N2 (stereo not drawn)	30	34	28	11	96	31	16	20	94
Cc1noc(N)c1C(=O)Nc1ccc(C(F)(F)F)cc1	112	108	103	99	114	116	100	101	103
COc1ccc(Cn2cc3c(c2-c2cc(OC)c(OC)c(OC)c2)CCCc2cnoc2-3)cc1OC	77	107	97	74	94	87	45	73	92
Clc1nc2ccccc2nc1-c1nnc(-c2ccccc2)o1	111	121	98	121	103	104	94	97	103
c1ccc2cc(C[n+]3ccn(CCCn4cc[n+](Cc5ccc6ccccc6c5)c4)c3)ccc2c1	75	83	97	55	84	105	77	102	82
CCC(C)C1NC(=O)c2nc(oc2-c2ccccc2)-c2csc(n2)-c2csc(n2)-c2nc(oc2C)-c2coc(n2)CNC(=O)C(C(C)CC)NC1=O (stereo not drawn)	-81*	-77*	-74*	-82*	-99*	-83*	-59*	-78*	-56*
Cc1ccc(C(=O)NN2C(=O)CSC2c2cccc(Oc3ccccc3)c2)cn1 (stereo not drawn)	110	115	115	110	102	107	108	102	94

Carrying on.
SMILES	NCI-H460	COLO 205	KM12	HT29	NCI-H322M	SW-620	HCT-116	HCT-15	NCI-H226
O=[N+]([O-])c1ccc(OCCCBr)c(Cl)c1	102	128	110	103	104	103	95	103	107
CCC1CCCCN1C(=S)N/N=C(\C)c1ccccn1 (stereo not drawn)	-39*	-37*	4.6*	-20*	8.1*	9.3*	5.5*	27	7.9*
CC(=O)N[C@H](C(=O)N[C@@H](CCCNC(=N)N)C(=O)N[C@@H](CCCCN)C(=O)N[C@@H](CCCNC(=N)N)C(=O)N[C@]1(C)CCC/C=C\CCC[C@@](C)(C(=O)N[C@@H](CC(C)C)C(=O)N[C@@H](CC(C)C)C(=O)N[C@@H](CCC(N)=O)C(=O)N[C@@H](CCC(=O)O)C(=O)N[C@@H](CCCNC(=N)N)C(=O)N[C@@H](CCC(=O)O)C(=O)N[C@@H](CC(C)C)C(=O)N[C@H](C(=O)N[C@@H](CCC(=O)O)C(N)=O)C(C)C)NC(=O)[C@H](CCCNC(=N)N)NC(=O)[C@H](CC(C)C)NC1=O)C(C)C	105	102	105	95	x	113	105	109	102
CCOC(=O)C(C(C)=O)C(C(C)=O)C(=O)OCC (stereo not drawn)	103	113	115	90	106	110	101	101	94
CN(C)CCC(C#N)(CCC1CCCCC1)c1ccccc1 (stereo not drawn)	82	50	80	19	74	84	67	73	79
COc1ccc(NC(=O)CSc2ccc(-c3ccc(OC)cc3)nn2)cc1	109	128	104	129	94	112	95	101	68
O=C(C1C(O)CC2c3ccccc3N(Cc3ccccc3)C21)N1CCCCC1 (stereo not drawn)	105	123	100	103	103	105	98	106	107
CCCCNC(=O)c1[nH]cc(-c2ccccc2)c1-c1ccccc1OC	102	105	105	94	113	103	87	102	109
O=C(O)CC1Cc2ccccc2C1C(=O)O (stereo not drawn)	106	114	97	106	113	98	93	101	102
OC(CNc1ccc(CSc2ccccc2)cc1)c1ccccc1 (stereo not drawn)	110	110	103	x	125	102	91	101	101
OC(c1cc2ccc(C(F)(F)F)cc2c2cc(C(F)(F)F)ccc12)C1CCCCN1 (stereo not drawn)	-100*	-100*	-97*	-100*	-91*	-100*	-87*	-90*	-71*
CC(=O)Oc1c(Br)cc(Br)cc1-c1ccccc1	109	101	110	101	109	103	99	113	106
O=C(NCCCl)NCCN1c2nc3ccccc3cc2Sc2cc3ccccc3nc21	26	74	72	36	107	41	31	52	63
O=C1CC(c2ccc3c(c2)OCO3)c2c(n[nH]c2-c2ccc(Cl)cc2)N1 (stereo not drawn)	102	100	90	71	81	98	78	88	85
CC(=O)NCC1(c2ccccc2)CCN(CCCC(=O)c2ccc(F)cc2)CC1	111	106	100	100	104	110	114	109	x
CC(=O)OCC1CCCCO1 (stereo not drawn)	107	115	108	106	106	110	115	106	103
COc1cc2oc(-c3cccc(NC(=O)c4cc([N+](=O)[O-])ccc4Cl)c3)cc(=O)c2c(OC)c1OC	80	95	47	61	93	54	34	19	99
Cc1[nH]c(C(=O)Nc2ccc(C(N)=O)cc2OCc2ccc(C(=O)NCCN)cc2)c(Cl)c1Cl	101	113	96	98	94	96	96	104	104
CCCCCCCCOC(=O)c1[nH]cnc1/N=N\N(C)C	113	109	101	122	99	118	100	113	94
COc1ccc(C(=O)NNC(=O)c2cc(OC)c(OC)c(OC)c2)cc1O	111	106	94	88	100	101	100	100	101
CCc1nnc2c3cc4ccccc4n3cnn12	110	142	110	108	100	103	101	103	101
CCOC(=O)C1C(c2ccc3c(c2)OCO3)NC(=S)NC1(O)C(F)(F)F (stereo not drawn)	110	109	112	108	96	109	105	104	105
CCCCC(CC)CN(CC(CC)CCCC)N=O (stereo not drawn)	105	105	104	98	94	105	95	96	103
C=C(C)[C@@H]1CC[C@]2(C(=O)N[C@@H](C(=O)OC)c3ccccc3)CC[C@]3(C)[C@H](CC[C@@H]4[C@@]5(C)Cc6c([nH]c7ccccc67)C(C)(C)[C@@H]5CC[C@]43C)[C@@H]12	107	114	104	97	96	106	88	97	99
Cc1ccc(C(=O)Nc2cccc(C#Cc3cccc4[nH]nc(N)c34)c2)cc1C(F)(F)F	76	40	64	27	79	65	25	49	56

Retrieved by structure from the list above (2):
SMILES	NCI-H460	COLO 205	KM12	HT29	NCI-H322M	SW-620	HCT-116	HCT-15	NCI-H226
CCC1CCCCN1C(=S)N/N=C(\C)c1ccccn1 (stereo not drawn)	-39*	-37*	4.6*	-20*	8.1*	9.3*	5.5*	27	7.9*
O=C(O)CC1Cc2ccccc2C1C(=O)O (stereo not drawn)	106	114	97	106	113	98	93	101	102

Whole records from above.
Entry for C=C(C)[C@@H]1CC[C@]2(C(=O)N[C@@H](C(=O)OC)c3ccccc3)CC[C@]3(C)[C@H](CC[C@@H]4[C@@]5(C)Cc6c([nH]c7ccccc67)C(C)(C)[C@@H]5CC[C@]43C)[C@@H]12 → NCI-H460 = 107; COLO 205 = 114; KM12 = 104; HT29 = 97; NCI-H322M = 96; SW-620 = 106; HCT-116 = 88; HCT-15 = 97; NCI-H226 = 99
Entry for O=C(C1C(O)CC2c3ccccc3N(Cc3ccccc3)C21)N1CCCCC1 (stereo not drawn) → NCI-H460 = 105; COLO 205 = 123; KM12 = 100; HT29 = 103; NCI-H322M = 103; SW-620 = 105; HCT-116 = 98; HCT-15 = 106; NCI-H226 = 107
Entry for COc1ccc(C(=O)NNC(=O)c2cc(OC)c(OC)c(OC)c2)cc1O → NCI-H460 = 111; COLO 205 = 106; KM12 = 94; HT29 = 88; NCI-H322M = 100; SW-620 = 101; HCT-116 = 100; HCT-15 = 100; NCI-H226 = 101

Next compounds:
SMILES	NCI-H460	COLO 205	KM12	HT29	NCI-H322M	SW-620	HCT-116	HCT-15	NCI-H226
O=C(CSc1nnc(-c2c[nH]c3ccccc23)n1-c1ccccc1)c1ccc(Cl)cc1	60	43	79	43	59	70	46	73	18
O=c1[nH]cc(/C=N\Nc2ccccc2)c(=O)[nH]1	48	68	38	59	58	47	57	41	88
CCOC(=O)/C(=C\c1ccccc1Cl)P(=O)(OCC)OCC	62	53	53	35	75	47	44	34	66
Clc1ccccc1C=NC1CCCCC1	98	116	100	106	121	102	97	103	128
COC(=O)c1cc(=O)[nH]c(N)n1	110	107	101	108	113	96	102	95	98
CC(=O)NS(=O)(=O)c1ccc(Nc2ccnc(SCC(=O)c3ccc(Cl)cc3)n2)cc1	105	108	100	100	111	102	98	105	100
Cc1cc(C2(c3ccc(O)c(C)c3)OS(=O)(=O)c3ccccc32)ccc1O	103	96	110	115	103	108	104	117	98
ON1CCN=C1c1ccccc1Cl	115	106	114	106	107	110	106	118	99
Oc1c(I)cc(I)cc1CN(Cc1ccccn1)Cc1ccccn1	4.0*	16	27	26	18	22	18	21	22
CCCNS(=O)(=O)c1cc(C(=O)Nc2cccc(NC(=O)c3cc(S(=O)(=O)NCCC)c(O)c(O)c3O)c2)c(O)c(O)c1O	102	106	104	98	101	104	104	95	104
COc1c(O[C@@H]2OC(CO)[C@@H](O)[C@H](O)C2O)cc2oc3cc(O[C@H]4O[C@H](CO)[C@H](O)C(O)C4O)c(CC=C(C)C)c(O)c3c(=O)c2c1CC=C(C)C (stereo partly drawn)	105	112	113	103	107	105	98	109	87
O=C1NC(c2ccccc2)(c2ccccc2)C(=O)N1Cc1ccc(Cl)cc1	95	98	99	89	103	97	82	87	91
CCN(Cc1ccc(CN(CC)C(=O)c2sc3ccccc3c2Cl)cc1)C(=O)c1sc2ccccc2c1Cl	93	85	88	62	105	97	64	86	77
CCSc1nnc(-c2cc3ccccc3oc2=O)o1	94	95	88	117	92	93	97	98	82
CC(C)OC(=O)c1cccc([N+](=O)[O-])c1	107	109	101	107	132	100	102	114	104
O=C(CNC(=O)c1cccc2ccccc12)Nc1ccccc1Oc1ccc(O)cc1	14[5 µM]	5.7*[5 µM]	30[5 µM]	4.1*[5 µM]	41[5 µM]	29[5 µM]	16[5 µM]	27[5 µM]	63[5 µM]
COc1ccc(C2=CC(c3ccc4c(c3)OCO4)NC(=O)N2)cc1 (stereo not drawn)	104	103	94	99	103	105	87	90	94
CC(C)c1sc(NC(=O)c2cc(NC(=O)c3cc(NC(=O)c4cscn4)cn3C)cn2C)nc1C(=O)NCCCN(C)C	90	-63*	59	2.4*	20	20	-80*	99	-54*
O=[N+]([O-])c1ccc2c(c1)sc1nc(-c3c[nH]c4ccccc34)c(Nc3ccccc3)n12	87	108	94	107	98	86	99	102	93
C=CCc1cc(Cl)cc2c(OC(C)=O)c(C(C)=O)c(-c3ccccc3)nc12	106	108	99	112	106	107	105	108	103
COc1ccc(C=O)c([N+](=O)[O-])c1O	109	112	106	99	125	104	101	119	97
CC12CC3CC1C(C(=O)O2)C3C(=O)O (stereo not drawn)	108	102	101	99	x	102	118	104	105
COc1ccc(/C=C/c2nc(Nc3ccc(S(=O)(=O)Nc4nc(C)cc(C)n4)cc3)c3ccccc3n2)cc1	63	60	47	62	29	61	66	51	69
COc1cccc2c1C=C1CCCCC3=Cc4c(OC)cccc4OC13O2	25	31	32	16	61	27	22	28	x
CSc1cccc(NC(=O)NCCN2CCN(c3ccccc3)CC2)c1	100	93	108	94	105	97	101	109	x

Molecules above that contain a cyano group (2):
SMILES	NCI-H460	COLO 205	KM12	HT29	NCI-H322M	SW-620	HCT-116	HCT-15	NCI-H226
Cn1c2c(Cl)c(Cl)ccc2c2c(C#N)c[nH]c(=O)c21	96	115	111	100	129	106	93	99	94
CN(C)CCC(C#N)(CCC1CCCCC1)c1ccccc1 (stereo not drawn)	82	50	80	19	74	84	67	73	79

(more compounds)
SMILES	NCI-H460	COLO 205	KM12	HT29	NCI-H322M	SW-620	HCT-116	HCT-15	NCI-H226
Nc1cc(=O)[nH]c(SCC(=O)N2CCN(c3cc4c(cc3F)c(=O)c(C(=O)O)cn4C3CC3)CC2)n1	104	105	103	100	94	107	97	104	94
COc1cccc(C2SC(C)C(=O)N2CCc2cccs2)c1 (stereo not drawn)	56	58	66	59	76	80	40	44	x
CC1OC2CC(Nc3c2ccc2c3C(=O)c3ccccc3C2=O)C1O (stereo not drawn)	102&88	111&101	97&32	109&114	102&87	97&94	101&113	108&91	98&88
CCn1c(O)c(/C=N/NC(=O)Cc2ccccc2Nc2c(Cl)cccc2Cl)sc1=S	47	82	71	77	106	90	40	38	85
CC(=O)C1Cc2ccccc2C1=O (stereo not drawn)	111	121	102	104	89	101	103	108	103
O=c1ncc2c([nH]1)-c1cn(Cc3ccccc3)cc1CC2	108	119	127	114	132	116	91	104	70
